# High-throughput results as filed in PubChem BioAssay.
# mcGAS lum: mouse cGAS inhibition by luminescence; Q8C6L5; recombinant cGAS, Kinase-Glo ATP depletion luminescence; inhibition, % at 12.5 µM; 0.15% of 160,000 active; AID 1259399;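 further: 0% = negative control wells and 100% = reference inhibitor with no enzyme activity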
# hcGAS inh: blocks human cGAS activity. 0.081% of 290,000 active. inhibition, % at 12.5 µM. recombinant h-cGAS, ATP depletion, Kinase-Glo luminescence. AID 1259398;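 further: 0% = vehicle reaction and 100% = reaction without DNA for no activity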
# Target sequence (Q8N884 whole entry, looked up): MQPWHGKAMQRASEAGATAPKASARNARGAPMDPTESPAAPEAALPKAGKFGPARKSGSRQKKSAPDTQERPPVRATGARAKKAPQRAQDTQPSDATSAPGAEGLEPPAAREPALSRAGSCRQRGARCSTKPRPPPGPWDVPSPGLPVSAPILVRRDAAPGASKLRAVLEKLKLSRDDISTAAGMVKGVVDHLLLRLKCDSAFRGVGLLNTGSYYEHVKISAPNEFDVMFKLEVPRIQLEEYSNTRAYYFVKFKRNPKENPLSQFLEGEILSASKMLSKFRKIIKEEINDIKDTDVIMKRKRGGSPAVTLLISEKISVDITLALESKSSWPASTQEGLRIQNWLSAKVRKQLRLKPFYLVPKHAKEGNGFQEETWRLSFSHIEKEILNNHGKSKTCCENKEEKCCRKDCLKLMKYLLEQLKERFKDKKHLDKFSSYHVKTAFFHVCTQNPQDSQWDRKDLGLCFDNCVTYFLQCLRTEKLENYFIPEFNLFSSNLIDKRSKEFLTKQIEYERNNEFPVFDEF
# NPYLR7 agonist: mosquito NPYLR7 agonism; HEK293T NPYLR7/Galpha15, GCaMP6s calcium fluorescence; activation, % at 10 µM; 0.15% of 270,000 active; AID 1259423; in the data active means activation above about 40%;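 further: 0% = vehicle and 100% = reference agonist at the receptor; some compounds past the cut are filed as inactive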
# Starred values were filed as active, the others as inactive; · = no result given; & = joins results of further samples. Unless noted, no stated cut-off is given here; in the data, active means inhibition above about 40%; inactive means the rest.
SMILES,mcGAS lum,hcGAS inh,NPYLR7 agonist
CC1(C(=O)NCc2cccc3ccccc23)CCN1CCc1ccccc1 (stereo not given),·,-11.0,9.8
Cc1noc(C)c1CN(C)Cn1ccc(-c2ccccc2)n1,·,-5.8,2.3
O=C(O)c1coc(CN(Cc2cccc(F)c2)Cc2cccc(C(F)(F)F)c2)n1,1.1,2.1,-2.7
Cc1cccc(OCCn2c(SCc3nc4ccccc4[nH]3)nc3ccccc32)c1,-6.4,-6.1,-1.9
CN(C)c1ccc(NC(=O)C2CCC2)cc1CN(C(=O)C1CC1)C1CCCCC1,-6.1,-4.4,1.3
Cc1cc(C)n(-c2nc3c(c(=O)n2CC(=O)NCc2ccc(F)cc2)CCCC3)n1,-5.2,-1.9,·
CC(C)C(OC(=O)c1ccn[nH]1)C(=O)N1CCc2ccccc2C1 (stereo not given),·,-17.8,3.8
COc1ccccc1N1C(=O)CC(Nc2ccc(N3CCOCC3)cc2)C1=O (stereo not given),-7.1,-5.2,-9.3
CC(C)NC(=O)NC1CCN(c2ccccc2C(=O)N2CCN(c3ccccn3)CC2)CC1,-4.9,-3.9,0.8
CC(C)Nc1ncc(CN2CCC(Cc3cccc(C(=O)O)c3)C2)cn1 (stereo not given),·,-7.5,-2.2
CCc1c(C)nn(-c2ccc(C(=O)NCCC3=CCCCC3)cc2)c1C,-3.1,1.8,-4.0
Cc1cc(=O)[nH]c(-n2cc(C(=O)c3cc(Br)ccc3O)cn2)n1,·,-6.0,2.8
NCC1Cc2cccc(-c3cc4c(cc3C(N)=O)OCO4)c2O1 (stereo not given),-12.1,-9.5,·
Cc1nc(NCCNC(=O)c2sc(-c3ccccc3)nc2C)cc(-n2ccnc2C)n1,-8.3,-2.8,-16.9
CCCSC=C(O)C(C#N)S(=O)(=O)c1ccc(Cl)cc1 (stereo not given),-12.7,-6.8,8.9
O=C1NC2(CCN(C(=O)c3ccc(F)cc3)CC2)Nc2ccc(Cl)cc21,-4.1,-7.5,1.7
CC(NC(=O)C1CCN(CCc2ccccc2)CC1)c1cccc2ccccc12 (stereo not given),-2.6,-5.9,17.2
O=C(NNC(=O)c1ccc(=O)n(Cc2ccccc2)c1)c1ccc(Cl)cc1,-9.4,-7.8,-12.4
COc1cccc(-c2nnc(SCc3ccc(C(=O)NCc4ccc5c(c4)OCO5)cc3)n2-c2ccccc2OC)c1,-5.4,-9.7,4.9
COC(=O)C(O)(c1ccc(N(C)C(C)=O)cc1)C(F)(F)F (stereo not given),-6.9,-3.5,8.2
Cc1cc(C(=O)Cn2cnc3c2c(=O)n(C)c(=O)n3C)c(C)n1CCC1=CCCCC1,·,-3.8,1.0
COC(=O)c1ccc(S(=O)(=O)Nc2cccc(S(N)(=O)=O)c2)cc1,-3.8,-4.7,1.3
COc1ccc2[nH]c3c(N(C)C)ncnc3c2c1,·,-8.0&-3.6,12.3&-7.7
O=C(NC(c1ccccc1)c1ccccc1)N1CCC(c2nnc(-c3ccco3)o2)CC1,-6.3,-0.6,-18.1
CCOCCOc1nc(-c2ccc(OC)cc2)n(-c2ccc(NC(=O)Nc3ccccc3C)cc2)n1,-5.2,-14.8,13.8
CC(=O)Nc1ccc(C(=O)NCc2ccc(S(=O)(=O)N3CCCCC3)cc2)s1,·,-3.1,6.6
CN1C(=O)c2cc(C(=O)N3CCC4(CC3)OCCO4)nn2CC1(C)C(=O)NC1CCCC1 (stereo not given),-3.1,-5.3,·
CN(C(=O)Cn1nc(C(=O)O)c2ccccc2c1=O)c1ccccc1,-2.9,-4.3,-0.5
Cc1ccc2ncn(CC(O)c3ccccc3Cl)c(=O)c2c1 (stereo not given),-8.3,-11.2,0.4
O=C(NCc1n[nH]c(=S)n1-c1ccc(Cl)c(Cl)c1)c1cccc2ccccc12,-8.9,-4.8,-1.5
NC(=S)Nc1ccc(F)c(Cl)c1,·,-1.4,1.0
CC(c1cccc(Cl)c1)N(C)C(=O)Nc1ccccc1SCC(N)=O (stereo not given),-14.0,-7.9,13.4
Clc1cccc(-c2cnc(CSc3nnc(-c4ccc5c(c4)OCO5)o3)o2)c1,·,-3.3,-1.1
O=C(Cc1c(F)ccc(F)c1F)NCC1CC(Cc2ccc(F)cc2)=NO1 (stereo not given),-9.8,-5.1,12.1
CCCCC1C=CCN1C(=O)Cc1c[nH]c(=O)n(C)c1=O (stereo not given),·,-5.2,4.4
COCCCN(CC(=O)N1CCc2sccc2C1c1ccccc1C)C(=O)c1ccc(Cl)cc1Cl (stereo not given),-5.3,-3.2,14.0
Cc1ccn(CCC(=O)NCCN2Cc3ccccc3OC(c3ccccc3F)C2)n1 (stereo not given),-25.9,-1.7,0.5
Cc1ccc(C(=O)NCCSc2ncc(-c3ccccc3)[nH]2)cc1C,-2.1,-2.6,6.5
CC(C)S(=O)(=O)c1ncc(CN(C)C2CCOC2)n1CCc1ccccc1 (stereo not given),·,-11.2,11.0
OCC1(CO)C2C3C4CC5C6C4C2C6C1C53 (stereo not given),·,-2.1,4.7
CCOC(=O)C1CCN(CC(=O)N2N=C(c3ccccc3Cl)CC2c2ccc(C)cc2)CC1 (stereo not given),-3.2,-1.5,1.0
CCc1cc(-n2cnc(C#N)n2)ncn1,-12.7,-18.1,2.3
COCCCNC(=O)c1ccccc1N1CCC(NC(=O)c2ccccc2C)CC1,-4.8,-2.2,-1.4
COCCN(Cc1csc(COc2cc(Cl)ccc2Cl)n1)C(=O)c1cccs1,-7.2,-5.8,1.1
CCCCCCCC(=O)N1CCCC1C(=O)Nc1nnc(-c2cccc(Cl)c2)s1 (stereo not given),-7.7,-5.6,6.9

# Single records, from the list above:
# CCc1cc(-n2cnc(C#N)n2)ncn1 across the screens: mcGAS lum = -12.7; hcGAS inh = -18.1; NPYLR7 agonist = 2.3
# CCCCC1C=CCN1C(=O)Cc1c[nH]c(=O)n(C)c1=O (stereo not given) across the screens: mcGAS lum = ·; hcGAS inh = -5.2; NPYLR7 agonist = 4.4

# New compounds follow:
SMILES,mcGAS lum,hcGAS inh,NPYLR7 agonist
CCOCCCN1CC2=C(C1=O)C(c1ccc(OC)cc1)NC(=O)N2 (stereo not given),·,-4.7,11.0
OC(CN1CCOCC1)CN(Cc1c(-c2ccccc2)noc1N1CCCC1)CC1CCCO1 (stereo not given),-1.3,4.7,·
O=C(NCC1CCCO1)Nc1nc2ccc(F)cc2s1 (stereo not given),-5.3,-9.7,9.0
COc1cccc(CN(Cc2ccco2)Cc2ccc(C(C)(C)O)o2)c1,-3.4,-8.3,10.4
CN(C(=O)CCC(=O)N1CCOCC1)c1ccc2ccccc2c1,·,-10.9,-6.6
O=[N+]([O-])c1ccc(NN=C2c3ccccc3-c3ccccc32)c(S(=O)(=O)N2CCOCC2)c1,·,-4.1,5.6
CCN(C(=O)c1cc(Br)cn1CC)C1CC(=O)NC1=O (stereo not given),·,-17.7,2.7
CCOC(=O)c1nn(-c2ccccc2)c(=O)c2c(NC(=O)CSCc3ccccc3)scc12,-8.5,-4.2,-2.4
CC#CCOC(=O)c1c(C)nc2sc3c(c2c1N)CCC(O)C3 (stereo not given),-1.7,2.9,-0.3
O=C(CCn1cccn1)N1CC(CO)C2(CCNCC2)C1 (stereo not given),1.1,5.5,·
CC(C)S(=O)(=O)Oc1ccc(CN(C(=O)c2ccccc2Cl)C2CC2)cc1,-4.6,-3.2,-0.5
CNC(=O)c1ccc(CNC(=O)C2=C(C)Oc3ccccc3C2)cc1,·,3.3,-33.3
O=S(=O)(Nc1ccc(Cl)cn1)c1ccccc1,-4.4,-8.1,7.5
Cc1occc1-c1n[nH]c(=S)n1C,-6.0,-6.2,1.0
Cc1cccc2c(-c3ccc(CN4CCN(C)CC4)cn3)c[nH]c12,·,-6.5,1.2
O=C(NC12CC3CC(CC(C3)C1)C2)c1cc2nc(-c3cccs3)cc(C(F)(F)F)n2n1,-6.3,-1.1,-17.2
COC(=O)c1ccc2c(c1)CCN2C(=O)c1c(C)noc1C,·,-6.9,-2.8
COc1ccccc1CN(CCc1c[nH]c2ccccc12)C(=O)CN(Cc1ccc(F)cc1)C(=O)c1ccc([N+](=O)[O-])cc1Cl,-4.6,-5.1,18.8
CC(=O)OCC(=O)[C@@]1(OC(C)=O)[C@@H](C)C[C@H]2[C@@H]3C[C@H](F)C4=CC(=O)C=C[C@]4(C)[C@@]3(F)[C@@H](O)C[C@@]21C,·,-3.2,-4.4
C#CCOCC(O)CN(Cc1c(C(C)C)nn(-c2ccc(OC)cc2)c1Oc1ccccc1)C1CC1 (stereo not given),-4.7,-8.6,30.9
CCCCN1CC(c2nc3ccccc3n2CCOc2ccccc2)CC1=O (stereo not given),-2.2,-6.9,-1.0
Cc1cnccc1CN(C)Cc1cn[nH]c1C(=O)O,·,-7.2,25.5
Cc1cccc2[nH]c(CN(C)C(=O)Cn3nnnc3CN(C)C(C)C)nc12,·,-7.4,8.8
CCOc1cccc(-c2ccc(C(N)=O)cn2)c1,-14.6,-4.3,-2.1
Cc1ccc(NC(=O)c2ccc(-n3nc(-c4cccc(C(F)(F)F)c4)cc3N)cc2)cc1,·,-5.1,-7.5
CCCCN(CC(=O)Nc1cc(-c2ccccc2)nn1-c1ccc(Cl)cc1)C(=O)C1CCCC1,-6.9,-4.0,11.2
COc1cc(-n2ncc3ccccc32)ccc1NC(C)=O,-8.7,-1.0,-7.7
O=C1CCN(Cc2nc(CCCc3ccccc3)no2)C(=O)N1,-14.4,-7.3,1.0
Cc1ccc(C2=Nc3nnnn3C(c3ccc(Br)cc3)C2)cc1C (stereo not given),·,-8.3,3.9
COc1ccc(C2CC(=O)Nc3n[nH]c(C)c32)cc1 (stereo not given),-2.1,0.7,-1.8

# Already shown: entries from further up.
SMILES,mcGAS lum,hcGAS inh,NPYLR7 agonist
CCOc1cccc(-c2ccc(C(N)=O)cn2)c1,-14.6,-4.3,-2.1
Cc1ccc(NC(=O)c2ccc(-n3nc(-c4cccc(C(F)(F)F)c4)cc3N)cc2)cc1,·,-5.1,-7.5
CCCCN(CC(=O)Nc1cc(-c2ccccc2)nn1-c1ccc(Cl)cc1)C(=O)C1CCCC1,-6.9,-4.0,11.2
COc1cc(-n2ncc3ccccc32)ccc1NC(C)=O,-8.7,-1.0,-7.7
O=C1CCN(Cc2nc(CCCc3ccccc3)no2)C(=O)N1,-14.4,-7.3,1.0
Cc1ccc(C2=Nc3nnnn3C(c3ccc(Br)cc3)C2)cc1C (stereo not given),·,-8.3,3.9
COc1ccc(C2CC(=O)Nc3n[nH]c(C)c32)cc1 (stereo not given),-2.1,0.7,-1.8

# (cont.)
SMILES,mcGAS lum,hcGAS inh,NPYLR7 agonist
Cc1cc(C(=O)N2CCc3onc(-c4ccc(C(F)(F)F)cc4)c3C2)no1,-14.6,-1.7,9.6
CC(=O)NC1CCCN(C(=O)C(CC(C)C)NS(C)(=O)=O)C1 (stereo not given),-7.4,-1.3,1.5
O=C1OC(/C=C/c2ccc(Cl)cc2)=NC/1=C\c1coc2ccccc2c1=O,5.3,3.8,-7.8
O=C(NCC(c1ccco1)N1CCCC1)N1CCC(c2ncc(-c3ccc(F)c(F)c3)[nH]2)CC1 (stereo not given),·,-0.3,1.0
O=C(NCCO)c1ccc(/C=N\O)nc1,-1.7,3.6,4.2
COc1ccc(C2=CCCS2(=O)=O)c2ccc(C)nc12,·,-2.0,4.1
CCn1cc(CN2CCC(O)(c3cccc(C(F)(F)F)c3)CC2)cn1,2.5,2.2,0.6
O=C(CSc1nnc(-c2ccccc2)n1-c1ccccc1)N/N=C\c1ccc(Cl)c(Cl)c1,·,-7.2,-4.5
CC1CCCC(C)C1NC(=O)Nc1nncs1 (stereo not given),2.9,4.7,0.0
Cc1ccc(-c2noc(C(C#N)=Cc3ccncc3)n2)cc1,·,-3.5,0.3
C=C(C)CSc1ncnc2c1sc1nc3c(cc12)COC(C)(C)C3,·,4.9,7.5
CCC(C)C(=O)N1CSCC1C(=O)Nc1ccc(C#N)cc1 (stereo not given),·,2.5,-0.8
CC(=O)Nc1ccccc1OS(=O)(=O)c1ccc(Br)cc1,·,5.4&0.2,1.0&-5.2
CCCNC(=O)CN1CCN(Cc2ccc3c(c2)OCO3)CC1,·,-11.7,19.1
Cc1noc(C)c1CSc1nn(-c2ccc(Cl)cc2)c(=S)s1,·,4.9,8.2

# Looked up above.
# CC(=O)NC1CCCN(C(=O)C(CC(C)C)NS(C)(=O)=O)C1 (stereo not given) in mcGAS lum: -7.4
# COc1ccc(C2=CCCS2(=O)=O)c2ccc(C)nc12 in NPYLR7 agonist: 4.1

# The list goes on:
SMILES,mcGAS lum,hcGAS inh,NPYLR7 agonist
CCc1cccc(NC(=O)c2ccc(S(=O)(=O)N(C)C)cc2)c1,·,-10.5,8.6
CCn1c(Br)nc2c1c(=O)n(C)c(=O)n2C,-10.0,-3.3,-3.4
CCc1nn2c(N3CCN(CC)CC3)cc(C)nc2c1-c1ccccc1,-7.3,-9.6,4.4
N#CCCN(C(=S)NC(=O)C1CC1)c1ccccc1,·,-8.4,-0.6
COCCn1c(SCC(=O)OCc2ccccc2)nc2c1c(=O)[nH]c(=O)n2C,·,-3.8,8.2
Cc1cc(OCC(=O)NNC(=O)/C=C\c2ccccc2)cc(C)c1Cl,-6.5,-6.9,-2.0
O=C(NCC1CCCO1)c1oc2ccccc2c1CNCC1CCCO1 (stereo not given),-8.1,-5.0,2.0
O=C(NCCNC(=O)[C@H]1CCCN1C(=O)CSc1ccccc1)c1ccc(F)cc1,-4.1,-2.5,5.0
CCCn1cc(C(=O)NCc2cccnc2N2CCN(C)CC2)c(C)n1,·,-7.6,22.8
CCCc1c(C)nn(-c2ccc(C(=O)NCCC(c3ccccc3)c3ccccc3)cc2)c1C,-3.9,-5.1,-9.2
O=C1CCSc2ccc(C(=O)N(Cc3ccco3)Cc3cccs3)cc2N1,·,5.5,-4.2
CCN1CCC(CN(CC)c2nc(CCN)nc3ccccc23)C1 (stereo not given),·,-3.4,3.8
